Assay outcomes: PubChem BioAssay, Broad Institute
INS-1E GSIS act – primary screen for activators of insulin secretion dependent on glucose, INS-1E cells, GLuc reporter luminescence. INS-1E GLuc reporter insulin secretion, 2-3 h. activation, % at 16.6 µM. actives 0.61% (n = 370,000);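 active means lowest replicate activation of at least 40%, so every replicate reaches that level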;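 further: 0% = median of neutral control wells and 100% = median of IBMX positive control wells; some compounds called inactive have numbers as strong as hits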
PglD DTNB – PglD (C. jejuni) enzyme inhibition | purified PglD enzyme, DTNB colorimetric CoA detection | actives 0.098% (n = 360,000) | AID 602405 | inhibition, % at 12.5 µM; in the data active means inhibition above about 16%, passing the limit was not always enough; further: strong numbers were not always called active
Cneo AK release – causes C. neoformans cell lysis | adenylate kinase release luminescence, 4 h; normalised: neutral wells 0, clomiphene wells 100 | lysis activity, % at 15 µM | actives 0.2% (n = 360,000);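 active means mean lysis activity across replicates of at least 80%, whatever share of replicates individually reach that level; inactive means mean lysis activity below 80%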
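Assay system: Cryptococcus neoformans yeast cells / Dosing: single-point compound dose / Timing: 4 h at 37 °C static, read 1 h later / Measured by: luminescence of released adenylate kinase using an AK detection reagent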
PGC1a acetyl inh – lowers PGC1a acetylation signal in U2OS cells | AlphaScreen anti-acetyl-lysine; with virally co-expressed GCN5 acetyltransferase | inhibition, % at 15.6 µM | actives 0.17% (n = 350,000) | AID 651687;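 active means every replicate shows inhibition of at least 40%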;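 further: 0% = neutral control wells and 100% = positive control wells; some results beyond the cut were filed as inactive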
CFTR F508del cor – CFTR F508del correction in bronchial cells. actives 0.36% (n = 350,000). CFBE cells, YFP halide quenching; stimulated with forskolin plus potentiator P3; % fluorescence drop versus neutral controls. activity (quench increase), % at 7.58 µM;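 active means mean added fluorescence quench of at least 8% versus neutral control, with both replicates also reaching 8%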;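 further: cells transiently co-express mutant CFTR-F508del with the halide-sensitive YFP; corrector assay measuring rescue of mutant channel to the surface after 24 h compound exposure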
miR-122 sensor – miR-122 inhibition in Huh7 cells; actives 0.3% (n = 340,000); activation (reporter increase), % at 12.5 µM; Huh7 miR-122 Renilla luciferase sensor, 48 h; neutral wells = 0, positive control = 100;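 active means mean replicate activation score at least 90 and every replicate individually at or above 90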;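 further: higher luciferase means less miR-122 activity so hits act as miR-122 inhibitors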
Statin myotox sup – protects C2C12 myotubes from simvastatin toxicity. ATP luminescence, 48 h; scaled: DMSO 0, geranylgeraniol control 100. rescue of ATP level, % at 7.49 µM. actives 0.78% (n = 330,000);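 active means mean ATP rescue above about 67%, or every replicate alone reaching that limit, limit read from the data, passing the limit was not always enough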;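 further: myotubes were challenged with 10 µM simvastatin during compound exposure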
FN deposit inh – fibronectin deposition inhibition. inhibition, % at 12.6 µM. actives 0.086% (n = 350,000). AH1F fibroblasts, Alexa488-fibronectin deposition fluorescence, overnight;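 active means mean inhibition across replicates of 30% or more, regardless of how many single replicates reach that level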;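 further: positive control wells lacked labelled fibronectin entirely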
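Test system: AH1F fibroblast monolayer depositing Alexa488-labelled fibronectin into matrix. Input: 10000 cells per well. Technique: fluorescence, ex 485 nm, em 525 nm. Buffer or medium: DMEM plus 2% serum, read in PBS. Timing: 1 h cell adhesion before compound, then overnight fibronectin incubation. Compound: single dose, pinned. Read-out basis: inhibition from reduced deposited-fibronectin fluorescence.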
The depositor's hits bear a star; . = no result given; [ ] = remark or other dose.

SMILES	INS-1E GSIS act	PglD DTNB	Cneo AK release	PGC1a acetyl inh	CFTR F508del cor	miR-122 sensor	Statin myotox sup	FN deposit inh
CC(C)(C)CC(=O)N1CCC(c2nc3c(nnn3Cc3c(F)cccc3Cl)c(=O)[nH]2)CC1	.	1	-5	27	.	-9	4	-5
COc1cc(/C=C2\C(=N)N3N=C(S(C)(=O)=O)SC3=NC2=O)ccc1OCCOc1ccccc1C	.	-1	-3	-1	.	-6	4	3
Cc1ccc(S(=O)(=O)N2CCCCC2C(=O)N2CCN(C)CC2)cc1 (stereo not drawn)	-3	6	0	-7	.	-2	-4	.
O=C(/C=C/c1cccs1)Nc1nc(-c2ccccc2)cs1	.	-3	-1	-12	.	-16	-100	.
CN(C)CCCNC(=O)C[C@H]1C[C@H](C(=O)N2CCOCC2)[C@@]2(C)c3[nH]c4ccc(Cl)cc4c3CCN2C1=O	-9	1	3	-4	-3.0	-2	11	7
CCOc1cc(CNn2nnnc2N)ccc1OCC(=O)NC(C)(C)C	19	5	0	-1	.	7	83*	1
COc1ccccc1-n1c(N)c(C(=O)NCC2CCCO2)c2nc3ccccc3nc21 (stereo not drawn)	.	-6	1	-13	.	1	.	9
COc1ccc(S(=O)(=O)Nc2ccc3c(c2)C(=O)N([C@H](C)CO)C[C@@H](C)[C@@H](CN(C)C(=O)Nc2ccc4c(c2)OCO4)O3)cc1	-3	.	.	5	-2.9	-4[16.7 µM]	.	-5
CCCN1C[C@@H](C)[C@@H](OC)CN(C)C(=O)c2ccc(NC(=O)Nc3c(C)noc3C)cc2OC[C@H]1C	5	2	2	-2	3.3	-10[16.7 µM]	13	5
O=C(CN1CCOCC1)N1CCCCN2[C@H](CO)[C@H](c3ccc(-c4ccccc4F)cc3)[C@H]2C1	8	6	-2	15	0.9	1[16.7 µM]	10	.
Cc1ccc(-c2cc(C(=O)OCC(=O)N(C)c3c(N)n(Cc4ccccc4)c(=O)[nH]c3=O)c3ccccc3n2)o1	-23	-3	-2	9	1.5	-3	-25	-2
COCC(=O)N1C[C@@H](C)[C@@H](OC)CN(C)C(=O)c2ccc(NC(=O)c3ccc(F)cc3)cc2OC[C@H]1C	11	1	-3	-2	-1.3	1[16.7 µM]	2	4
CCCCOCCCNC(=O)C1c2ccccc2Oc2ccccc21	-6	3	2	.	2.4	.	16	5
Cc1ccc2nc(NC(=O)C3CCCN(S(=O)(=O)c4cccnc4)C3)sc2c1 (stereo not drawn)	-5	3	2	.	2.6	.	-1	10
C[C@@H]1CN([C@@H](C)CO)C(=O)Cc2cc(NS(=O)(=O)c3ccc(F)cc3)ccc2O[C@@H]1CN(C)Cc1ccc(Oc2ccccc2)cc1	-9	1	50	-15	0.1	-7[16.7 µM]	30	.
Cc1ccccc1S(=O)(=O)N1C[C@@H](O)COC[C@H]2O[C@@H](CC(=O)N3CCOCC3)CC[C@@H]21	7	-2	0	4	1.1	-3[16.7 µM]	10	-8
Cc1ccc(NC(=O)C2CCCN(S(=O)(=O)c3c(C)noc3/C=C/N(C)C)C2)cc1F (stereo not drawn)	-7	.	.	-2	3.0	-16	-12	.
CCCNC(=O)C[C@@H]1C[C@@H]2c3cc(NC(=O)Cc4ccncc4)ccc3O[C@@H]2[C@H](CO)O1	-5	2	-4	3	0.2	5[16.7 µM]	2	-1
CCC(=Nc1ccccc1)C1=C(O)CCCC1=O	18	-3	1	-3	-1.0	-8	.	-4
C[C@@H]1CN([C@@H](C)CO)C(=O)c2ccccc2-c2ccccc2CO[C@H]1CN(C)C(=O)[C@H](C)c1ccccc1	11	0	-5	-10	-2.0	.	.	2
CCOc1ccc(-c2cc(CCCC(=O)NCCc3ccccc3)no2)cc1	15	2	0	-3	.	-5	18	-1
O=C(c1ccc(Cl)c(Cl)c1)N1CCC(O)(CN2CCOCC2)CC1	4	.	.	10	-1.7	-3	.	2
CC(C)C(=O)NNC(=O)CSc1nc(C2CCCCC2)nc2ccccc12	-9	-3	-1	.	.	.	.	-4
O=C(CN1CCN(Cc2ccccc2)CC1)Nc1ccc(Br)cc1	-16	-6	0	10	-2.5	3	-5	0
CCC1CCCCN1CCCNC(=O)c1ccc2c(c1)N(Cc1c(F)cccc1Cl)C(=O)CS2 (stereo not drawn)	-12	-1	2	-7	-1.3	1	3	-2

Next compounds.
SMILES	INS-1E GSIS act	PglD DTNB	Cneo AK release	PGC1a acetyl inh	CFTR F508del cor	miR-122 sensor	Statin myotox sup	FN deposit inh
CC(=O)NC(CC(=O)Nc1ccc2c(c1)OCCO2)c1ccccc1 (stereo not drawn)	9	1	-4	.	-1.9	.	11	5
CC(=O)NNc1nc2ccccc2s1	.	4	0	-1	.	-8	1	.
COc1ccc(S(=O)(=O)N(C)C[C@@H]2Oc3ccc(NC(=O)C4CCCCC4)cc3CC(=O)N([C@H](C)CO)C[C@@H]2C)cc1	-9	-1	-1	9	-1.5	-6[16.7 µM]	-27	.
CN1C(=O)c2cc(NC(=O)c3cnccn3)ccc2OC[C@H]2O[C@@H](CC(=O)N[C@@H]3CCN(Cc4ccccc4)C3)CC[C@H]21	6	4	4	0	1.4	4[16.7 µM]	-1	-5
CCC(=O)c1ccc(OC(=O)c2cnccn2)cc1	-5	.	.	7	5.7	-2	.	8
N/C(=N\OC(=O)N1CCOCC1)c1ccc(Cl)cc1	26	-1	-6	-8	.	-4	.	-1
COc1ccc(NC(=O)c2cc(-c3ccccc3Cl)on2)cc1	3	-3	-2	.	0.8	-5	-10	-1
CCOc1ccc(N(C)Cc2cc(=O)oc3ccc(OCC)cc23)cc1	-7	-1	0	0	0.1	.	-10	0
CC(=O)Oc1ccc(C(=O)Nc2cccc(C(=O)Nc3ccccc3C(=O)O)c2)cc1	-20	4	-1	.	-2.9	-2	6	0
CN(C)C(=O)c1ccc(-c2ccc([C@@H]3[C@@H](CO)N(C(=O)C4CCCC4)[C@H]3C#N)cc2)cc1	4	6	9	-20	1.8	.	7	2
COc1ccc(C(C(=O)NC2CCCCC2)N(CC2CCCO2)C(=O)CNC(=O)c2ccco2)cc1 (stereo not drawn)	.	3	1	-3	.	-1	.	.
COc1ccc(CCN2CC(C(=O)NCCc3ccc(C)cc3)CC2=O)cc1OC (stereo not drawn)	-2	1	2	-1	-1.0	-4	.	7
C[C@@H]1CN([C@H](C)CO)C(=O)Cc2cc(NC(=O)Nc3ccccc3)ccc2O[C@H]1CN(C)CC1CC1	4	-43	-10	.	-0.6	4[16.7 µM]	-1	.
CC(C)(C)NC(=O)c1cc2c(ccc3ccccc32)oc1=O	6	-2	1	-4	-1.6	-13	5	-3
CC(Sc1nc(N2CCOCC2)c2c(c1C#N)CC(C)(C)OC2)C(=O)O (stereo not drawn)	29	-6	0	7	0.1	-4	9	4
COc1ccc(C2(c3ccc(OC)cc3)NC(=O)N(CC(=O)Nc3cc(C)ccc3OC)C2=O)cc1	-8	-1	6	0	-3.0	-7	-8	3
Cn1c(C(=O)NN)cc2cc(OCc3ccccc3)ccc21	.	-7	-1	6	-0.3	-10	2	-3
O=C(Nc1ccccc1F)N[C@H]1CC[C@H](CCNC(=O)C2CCC2)O[C@H]1CO	19	1	-1	16	-2.0	.	-5	.
O=[N+]([O-])c1cccc(-n2cccc2/C=N/Nc2nc(N3CCCCC3)nc(N3CCCCC3)n2)c1	7	.	.	-10	-1.2	.	.	-5
CCOc1ccc(/C=N/Nc2nc(=O)[nH]nc2C)cc1OC	9	0	0	.	.	-4	-1	0
C[C@@H]1CN([C@@H](C)CO)C(=O)c2ccccc2-c2ccccc2CO[C@H]1CN(C)C(=O)C1CC1	3	-5	0	-24	-1.1	.	.	-2
CC(OC(=O)CCOc1ccccc1)C(=O)Nc1ccc(Cl)cn1 (stereo not drawn)	2	0	0	-23	0.5	-10	.	0
CCCCOP(=O)(OCCCC)C1(NS(=O)(=O)c2ccccc2)C=CC(=O)c2ccccc21 (stereo not drawn)	.	3	-3	-1	.	17	-6	.
O=C(NC1Cc2ccccc2C1)[C@@H]1[C@@H](CO)[C@@H]2Cn3c(cccc3=O)[C@@H]2N1C(=O)c1ccccn1	-4	0	2	.	1.5	-2[16.7 µM]	-7	.
c1ccc(N2CCOCC2)c(Nc2nc3ccccc3n3cnnc23)c1	.	-3	1	-20	-3.1	-1	13	3

The listing continues.
SMILES	INS-1E GSIS act	PglD DTNB	Cneo AK release	PGC1a acetyl inh	CFTR F508del cor	miR-122 sensor	Statin myotox sup	FN deposit inh
CC(C)CNC(=O)NC(=O)COC(=O)c1cccc(NS(=O)(=O)c2ccc(F)c(F)c2)c1	-32	4	-3	27	.	-3	.	-3
COC(=O)C1=C(C)N(C)C(=S)NC1c1ccc(Cl)cc1 (stereo not drawn)	-2	-10	9	.	1.2	.	.	-4
COc1ccc(C(=O)Nc2ccc3c(c2)C(=O)N(C)C[C@H](OC)[C@H](C)CN[C@@H](C)CO3)cc1	-11	3	1	6	0.1	-7[16.7 µM]	4	10
CC1(C)CC2CC(C)(CN2Cc2cccc([N+](=O)[O-])c2)C1 (stereo not drawn)	0	-3	-9	20	2.0	5	-5	-7
CC1CCCCN1C(=O)CSCC(=O)Nc1nc(-c2cccs2)cs1 (stereo not drawn)	.	5	11	.	-3.0	.	-2	.
Cc1cc(-c2nnc(SCC(=O)N3C(C)CCCC3C)o2)no1 (stereo not drawn)	.	1	2	-13	.	-2	-15	-6
O=C(NCc1ccco1)c1ccc(-c2ccccc2Cl)o1	-27	2	-9	3	-3.4	12	-4	3
Cc1ccc(Nc2cc(C)nc3ncnn23)c(C)c1	5	-9	6	-5	-0.3	5	5	2
Cc1ccc(C(=O)Nc2cccnc2)cc1[N+](=O)[O-]	6	4	0	.	.	.	.	13
CC(C)=C1C2C=CC1C1C(=O)N(c3ccc4c(c3)OCO4)C(=O)C21 (stereo not drawn)	.	6	-3	-7	.	-5	.	5
C[C@@H]1CN([C@@H](C)CO)C(=O)c2cc(NC(=O)NC3CCCCC3)ccc2O[C@@H](C)CCCCO[C@H]1CN(C)C(=O)CCCN(C)C	6	-2	4	-7	2.8	0[16.7 µM]	.	.
C[C@@H]1CCCCO[C@@H](CN(C)Cc2ccc(C(F)(F)F)cc2)[C@H](C)CN([C@@H](C)CO)C(=O)c2cc(NS(=O)(=O)c3cn(C)cn3)ccc2O1	-13	0	4	12	2.2	-8[16.7 µM]	.	.
Cc1cc(C)n(/N=C/c2cc([N+](=O)[O-])ccc2O)c(=O)c1	-1	.	.	9	-0.4	-3	.	-11
CCCCn1c(=O)[nH]c(=O)c2c1nc(-c1ccc(-c3ccccc3Br)o1)n2CCOC	.	-6	0	-1	.	-2	1	.
C[C@@H]1CN([C@@H](C)CO)S(=O)(=O)c2ccc(C#CC(C)(C)O)cc2O[C@@H]1CN(C)C(=O)C1CCCCC1	-5	2	0	0	-2.6	11[16.7 µM]	-13	.
COc1ccccc1CCC(=O)Nc1ccc2c(c1)c(=O)n(C)n2C	-3	-6	2	1	2.3	4	-6	5
CO[C@@H]1CN(C)C(=O)c2ccc(NS(=O)(=O)c3ccc(Oc4ccccc4)cc3)cc2OC[C@@H](C)NC[C@@H]1C	-1	.	.	2	-0.7	.	-6	-4

Part of the list above in a different format.
Sequence of screens: INS-1E GSIS act	PglD DTNB	Cneo AK release	PGC1a acetyl inh	CFTR F508del cor	miR-122 sensor	Statin myotox sup	FN deposit inh
Cc1cc(C)n(/N=C/c2cc([N+](=O)[O-])ccc2O)c(=O)c1
    -1	.	.	9	-0.4	-3	.	-11
CCCCn1c(=O)[nH]c(=O)c2c1nc(-c1ccc(-c3ccccc3Br)o1)n2CCOC
    .	-6	0	-1	.	-2	1	.
